Screening data deposited in PubChem BioAssay by The Scripps Research Institute Molecular Screening Center.
KLK7 zymogen act: proKLK7 zymogen activators, primary screen, biochemical, fluorescence intensity. Kallikrein-7 (Homo sapiens), P49862. purified proKLK7, EDANS-DABCYL substrate fluorescence; 100% is mature enzyme control, 0% vehicle. activation, % at 7 µM. actives 0.9% (n = 370,000);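 active = activation above the mean of all tested compounds plus 3 SD, computed per campaign excluding outliers beyond control limits, cut at about 13% in these data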
TDP2 absorb: human TDP2 enzyme inhibitors, primary screen, biochemical, epi absorbance, recombinant enzyme; AID 720702, 2013; inhibition, % at 12.8 µM; actives 0.34% (n = 370,000); T5PNP hydrolysis, p-nitrophenol absorbance 415 nm; Tyrosyl-DNA phosphodiesterase 2 (Homo sapiens), O95551;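 active = inhibition above the mean of all tested compounds plus 3 SD, set per campaign, cut at about 25% in these data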;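 note: 0% = DMSO with enzyme and 100% = buffer with substrate but no TDP2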
Target sequence (O95551 whole entry, looked up): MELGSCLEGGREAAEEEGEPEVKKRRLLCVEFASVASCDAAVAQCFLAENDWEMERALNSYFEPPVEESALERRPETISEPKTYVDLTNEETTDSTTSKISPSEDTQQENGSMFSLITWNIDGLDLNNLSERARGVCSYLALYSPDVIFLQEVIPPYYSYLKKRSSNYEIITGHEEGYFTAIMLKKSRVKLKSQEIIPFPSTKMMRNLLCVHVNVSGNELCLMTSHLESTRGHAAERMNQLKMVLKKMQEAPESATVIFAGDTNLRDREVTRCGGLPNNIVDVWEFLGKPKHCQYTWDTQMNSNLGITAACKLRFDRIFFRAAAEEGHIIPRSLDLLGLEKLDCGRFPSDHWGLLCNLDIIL
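System – recombinant human TDP2 · Quantity – TDP2 enzyme at 120 nM final · Doses – single concentration, 12.8 µM nominal, with 1% DMSO · Incubation – 2 h at 37 °C · Measured by – epi absorbance of p-nitrophenol freed from T5PNP by hydrolysis · Read-out – % inhibition relative to enzyme-containing and enzyme-free wells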
LEDGF integ inh: blockers of LEDGF/p75-dependent integrase strand transfer – biochemical, TR-FRET, high throughput, primary screen | HIV-1 integrase (with human LEDGF/p75) | TR-FRET IN-LEDGF/p75 DNA integration, Eu/Cy5 | inhibition, % at 3.7 µM | actives 0.64% (n = 370,000) | AID 743269, 2014;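 active = inhibition above the screen-wide mean plus 3 SD, cut at about 13% in these data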;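 note: signal is the Cy5 over europium emission ratio at 671 and 618 nm; 0% = plate median of compound wells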
ADAM10 inh: human ADAM10 inhibitors, primary screen, biochemical, QFRET, HTS. Disintegrin and metalloproteinase domain-containing protein 10 (Homo sapiens), O14672. recombinant ADAM10, EDANS/DABCYL FRET peptide cleavage, 3 h. inhibition, % at 7 µM. actives 0.62% (n = 370,000). AID 720582, 2013;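 active = inhibition above a per-campaign cutoff equal to the mean of compounds falling between control-based bounds plus 3 SD, cut at about 20% in these data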;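 note: 0% = DMSO wells while the 100% control is not disclosed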
Target sequence (O14672 214-748 limits assumed): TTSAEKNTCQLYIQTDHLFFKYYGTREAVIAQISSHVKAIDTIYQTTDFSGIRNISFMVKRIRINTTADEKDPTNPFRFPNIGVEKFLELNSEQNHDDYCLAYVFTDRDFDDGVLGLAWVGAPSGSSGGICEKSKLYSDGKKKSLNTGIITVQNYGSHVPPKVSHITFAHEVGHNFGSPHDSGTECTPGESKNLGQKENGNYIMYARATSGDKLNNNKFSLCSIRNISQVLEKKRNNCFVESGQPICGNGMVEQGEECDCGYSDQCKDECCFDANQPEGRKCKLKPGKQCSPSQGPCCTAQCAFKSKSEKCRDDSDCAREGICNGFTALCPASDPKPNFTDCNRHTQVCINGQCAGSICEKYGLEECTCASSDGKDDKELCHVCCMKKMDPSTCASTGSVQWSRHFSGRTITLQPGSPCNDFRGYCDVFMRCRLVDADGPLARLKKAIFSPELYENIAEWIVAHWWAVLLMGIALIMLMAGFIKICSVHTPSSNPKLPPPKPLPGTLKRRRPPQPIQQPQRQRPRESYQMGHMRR
PLC-gamma1 inh: PLC-gamma1 enzyme inhibitors, primary screen, biochemical, fluorescence, purified enzyme; fluorogenic substrate; actives 0.84% (n = 370,000); 1-phosphatidylinositol 4,5-bisphosphate phosphodiesterase gamma-1 (Homo sapiens), P19174; inhibition, % at 12.2 µM; AID 720700, 2013; in the data active = inhibition above about 9.5%
DDE Tn6 FP inh: inhibitors of Tn6 peptide binding to fibrin DD(E), primary screen, biochemical, fluorescence polarization, human fibrin, Tn6 probe. Fibrinogen beta chain (Homo sapiens), P02675. Fibrin DD(E) TRITC-Tn6 fluorescence polarization displacement. inhibition, % at 8.3 µM. actives 0.21% (n = 370,000). AID 720509, 2013;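 active = inhibition above a per-campaign cutoff: mean of compounds within control limits plus 3 SD, cut at about 15% in these data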;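 note: 0% = median of all compound wells on the plate and 100% = blocking peptide control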
ARFGAP1 inh: inhibitors of rat ARFGAP1 GAP activity, primary screen, biochemical, fluorescence polarization, GDP tracer. Arfgap1-stimulated ARF1 GTP hydrolysis, GDP FP detection. ADP-ribosylation factor GTPase-activating protein 1 (Rattus norvegicus), Q62848. AID 651572, 2012. actives 0.26% (n = 360,000). inhibition, % at 16.5 µM;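 active = inhibition above a per-plate limit, mean inhibition of low control wells plus 3 SD, cut at about 25% in these data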;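 note: 0% = DMSO wells with enzyme and 100% = wells lacking Arfgap1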
Target sequence (Q62848 1-136 limits assumed): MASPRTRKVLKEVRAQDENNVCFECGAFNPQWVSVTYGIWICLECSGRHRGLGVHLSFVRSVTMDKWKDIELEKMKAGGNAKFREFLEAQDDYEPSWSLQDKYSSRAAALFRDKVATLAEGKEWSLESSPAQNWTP
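Material – truncated rat Arfgap1 GAP domain · Buffer or medium – HEPES-based buffer, pH 7.5 · Reagent – human ARF1(Δ1-17)-GTP substrate · Dosing – 16.5 µM single point, 1.26% DMSO · Schedule – GTP hydrolysis reaction 2 h at 25 °C · Technique – GDP detection by fluorescence polarization · Benchmarks – No-Arfgap1 wells (100%) versus DMSO full-reaction wells (0%) · Repeats – single replicate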
ADAM17 inh: ADAM17 inhibitors, primary screen, biochemical, QFRET. Disintegrin and metalloproteinase domain-containing protein 17 (Homo sapiens), P78536. recombinant ADAM17, EDANS/DABCYL FRET peptide cleavage. inhibition, % at 6.95 µM. actives 0.83% (n = 370,000). AID 720648, 2013;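 active = inhibition above the mean of compounds lying between control limits plus 3 SD, set per campaign, cut at about 8.5% in these data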;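 note: 0% = DMSO-only wells as the low control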
DDE Tn7 FP inh: inhibitors of Tn7 peptide binding to fibrin DD(E), primary screen, biochemical, fluorescence polarization, human fibrin, Tn7 probe | AID 720508, 2013 | actives 0.13% (n = 370,000) | FP displacement of FITC-Tn7 peptide from fibrin DD(E); 0% = median of compound wells per plate | inhibition, % at 8.3 µM | Fibrinogen beta chain (Homo sapiens), P02675;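 active = inhibition above the mean of compounds falling within the control limits plus 3 SD of them, cut at about 14% in these data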;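 note: 0% = plate median of compound wells and 100% = 10 µM Aha-Tn7 peptide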
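assay system = human clot-derived fibrin DD(E) complex | quantity = Fibrin-DD(E) at 2 µM final | timing = 10 min preincubation, 3 h with tracer, room temperature | signal = fluorescence polarization | measure = percent inhibition | benchmarks = high control wells with 10 µM unlabelled Aha-Tn7 peptide (full inhibition) | replicates = singlicate testing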
ASAP1 GAP inh: inhibitors of human ASAP1 ArfGAP activity, primary screen, biochemical, fluorescence polarization; ASAP1-stimulated ARF1 GTP hydrolysis, GDP FP detection; Arf-GAP with SH3 domain, ANK repeat and PH domain-containing protein 1 (Homo sapiens), …; AID 624377, 2012; actives 0.19% (n = 360,000); inhibition, % at 16.5 µM; in the data active = inhibition above about 25%;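 note: 0% = vehicle with enzyme and substrate and 100% = no enzyme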
Numbers without * were called inactive; & = joins results of further samples.

1: O=C(Nc1ccon1)Nc1ccccc1C(F)(F)F
2: Cc1ccc(NC(=O)C(=O)NC2CCCCC2)cc1
3: COc1ccccc1C(=O)Nc1ccccn1
4: O=C(NCCC(=O)N1CCCCC1)c1ccc(Br)cc1
5: COc1ccc(N2C(=O)/C(=C/c3ccc([N+](=O)[O-])cc3)N=C2C)cc1
6: CCn1c(-c2ccccc2)csc1=Nc1ccc(S(=O)(=O)O)cc1
7: CC(=O)NCCC(=O)Nc1ccc(C(N)=O)cc1
8: CN1CCCC(OC(=O)c2cc(Cl)ccc2Cl)C1 (centres undefined)

Screen / compound no.	1	2	3	4	5	6	7	8
KLK7 zymogen act	-0.5	-0.4	0.3	0.0	-0.3	-0.8	-0.3	-0.9
TDP2 absorb	-7	1	-8	10	-7	0	-3	9
LEDGF integ inh	3	-2	-1	-3	5	4	4	-2
ADAM10 inh	-3	-3	-2	-2	5	-1	-3	-1
PLC-gamma1 inh	3	1	0	2	7	1	-35	-2
DDE Tn6 FP inh	10	2	7	5	2	1	4	4
ARFGAP1 inh	-10	-7	5	6	1	-1	4	-6
ADAM17 inh	3	-1	-3	-2	3	1	-1	-1
DDE Tn7 FP inh	-3	4	1	-1	-1	1	0	6
ASAP1 GAP inh	7	15	7	10	5	13	5	-6

9: COc1ccc(Cc2nnc(NC(=O)c3ccccc3F)s2)cc1OC
10: Cc1nn(CCC(=O)O)c2nc(-c3cccnc3)cc(C(F)(F)F)c12
11: CN(C)CC(C)(C)CNS(=O)(=O)CC12CCC(CC1=O)C2(C)C (centres undefined)
12: CCCNC(=O)C1(C)CCCN(C(=O)c2ccccc2OC(F)(F)F)C1 (centres undefined)
13: COc1ccc(-c2nc(NC(=O)C3CCN(c4nc5ccccc5o4)CC3)sc2C)cc1
14: CC1(C(=O)NS(=O)(=O)c2cccs2)CCN1C(=O)CC1CC1 (centres undefined)
15: O=C(NC1CCS(=O)(=O)C1)Oc1ccccc1 (centres undefined)
16: CC(C)[C@H](NC(=O)c1ccc(Cl)c([N+](=O)[O-])c1)C(=O)NCc1ccc(Cl)cc1Cl

Screen / compound no.	9	10	11	12	13	14	15	16
KLK7 zymogen act	-0.3	3.2	0.0	-0.2	0.7	-0.9	0.4	0.1
TDP2 absorb	9	7	11	10	-3	8	6	9
LEDGF integ inh	-1	-2	0	-5	-1	-4	-1	1
ADAM10 inh	-4	-108	-4	-10	11	-10	-2	-7
PLC-gamma1 inh	4	-37	-2	-1	0	-2	0	-1
DDE Tn6 FP inh	-10	-1	-9	-2	1	1	-6	4
ARFGAP1 inh	-4	3	-6	-3	-1	1	-9	16
ADAM17 inh	1	-36	-1	-3	6	-6	-3	-1
DDE Tn7 FP inh	-12	-2	-3	3	1	2	1	-2
ASAP1 GAP inh	0	0	7	-9	3	6	-2	-4

17: CN(C[C@H](Cc1ccccc1)N(C[C@H](Cc1cccc2ccccc12)N(CCc1ccccc1)N=O)N=O)N=O
18: COc1ccc(-c2c[nH]c(=O)[nH]c2=O)cc1OC
19: CCOCc1cc(C)[nH]c(=O)c1C#N
20: COc1ccc(N(C)S(=O)(=O)c2cccc(C(=O)OCC(=O)Nc3sc4c(c3C#N)CCCCC4)c2)cc1
21: Cc1nc(-c2nnc(SCC(=O)Nc3cc(C(F)(F)F)cc(C(F)(F)F)c3)n2C)cs1
22: Cc1cc2nc(C3CCCN(C(=O)NCc4ccccc4)C3)[nH]c2cc1C (centres undefined)
23: O=C(O)CSc1nnc(CNc2cccc(C(F)(F)F)c2)n1Cc1ccco1
24: CSCCC(NS(=O)(=O)c1ccccc1F)C(=O)Nc1cccc(C)n1 (centres undefined)

Screen / compound no.	17	18	19	20	21	22	23	24
KLK7 zymogen act	-0.3&0.9	-0.8	1.5	0.0	-0.5	-0.2	0.2	-0.1
TDP2 absorb	-12&-2	-1	8	2	-5	-1	-4	4
LEDGF integ inh	0&3	-4	0	6	5	1	3	-3
ADAM10 inh	-4&-3	-8	-434	4	0	2	-6	-21
PLC-gamma1 inh	2&1	-5	-30	-1	0	-1	-4	1
DDE Tn6 FP inh	-2&0	3	0	-7	1	-5	0	5
ARFGAP1 inh	10&4	-2	-6	3	-8	9	0	15
ADAM17 inh	0&2	-7	-135	0	0	-4	-3	-4
DDE Tn7 FP inh	0&-5	2	0	-5	1	-2	-1	-1
ASAP1 GAP inh	10&-3	-7	-9	-7	8	-10	14	5

Profiles as entered above. Screens in order: KLK7 zymogen act	TDP2 absorb	LEDGF integ inh	ADAM10 inh	PLC-gamma1 inh	DDE Tn6 FP inh	ARFGAP1 inh	ADAM17 inh	DDE Tn7 FP inh	ASAP1 GAP inh
Listed for Cc1cc2nc(C3CCCN(C(=O)NCc4ccccc4)C3)[nH]c2cc1C (centres undefined) → -0.2	-1	1	2	-1	-5	9	-4	-2	-10
Listed for Cc1nc(-c2nnc(SCC(=O)Nc3cc(C(F)(F)F)cc(C(F)(F)F)c3)n2C)cs1 → -0.5	-5	5	0	0	1	-8	0	1	8

The list continues.
25: CCOC1=C2[C@@H](CN(S(=O)(=O)c3ccc(C)cc3)[C@H]2c2ccc(Cl)cc2)[C@H]2C(=O)N(c3ccccc3)C(=O)[C@H]2C1
26: Clc1ccc(-c2cn(-c3ccc(Cl)cc3)c3[n+]2CCCCC3)cc1
27: CC(C)S(=O)(=O)CC(=O)c1ccc(Cl)cc1
28: Cc1cc(OCCCCOc2ccc(S(N)(=O)=O)c(C)c2)ccc1S(N)(=O)=O
29: CC1(C(=O)NCc2ccc3c(c2)OCO3)CCN1CCc1ccccc1 (centres undefined)
30: CCOc1ccc(/C=N/NC(=O)c2[nH]ncc2Br)c(O)c1
31: CC1=NN(/C(=N\c2nnc(C)s2)Nc2ccccc2)[C@H](c2ccc(C)cc2)S1
32: C(=C\c1ccccc1)/CN1CCN(C(c2cccc3ccccc23)c2nnnn2Cc2ccccc2)CC1 (centres undefined)

Screen / compound no.	25	26	27	28	29	30	31	32
KLK7 zymogen act	0.3	-0.1	0.1	0.4	-0.3	-8.9	-0.3	0.2
TDP2 absorb	9	-8	16	4	3	-3	1	-21
LEDGF integ inh	1	-1	2	1	3	-6	11	5
ADAM10 inh	-4	0	6	-3	5	-21	-7	19
PLC-gamma1 inh	-2	-2	1	2	-1	-14	0	8
DDE Tn6 FP inh	-2	2	-4	3	0	3	3	-9
ARFGAP1 inh	7	6	-1	-2	2	12	2	11
ADAM17 inh	-4	-5	1	1	4	-11	-1	12*
DDE Tn7 FP inh	-6	-3	-5	-3	2	2	-2	3
ASAP1 GAP inh	-2	4	-1	-10	-4	4	0	0

The last three compounds of the part above open the next one:
30: CCOc1ccc(/C=N/NC(=O)c2[nH]ncc2Br)c(O)c1
31: CC1=NN(/C(=N\c2nnc(C)s2)Nc2ccccc2)[C@H](c2ccc(C)cc2)S1
32: C(=C\c1ccccc1)/CN1CCN(C(c2cccc3ccccc23)c2nnnn2Cc2ccccc2)CC1 (centres undefined)
33: O=C(Nc1ccccc1[N+](=O)[O-])c1ccc(S(=O)(=O)N2CCCC2)cc1
34: COc1ccc(-c2csc(Nc3ccc(C)cn3)n2)cc1OC
35: Cc1ccc(NC(=S)N2CCC(c3nc4ccccc4s3)CC2)cc1C
36: CC(=O)N1c2ccc(S(=O)(=O)N3CCC(C(=O)Nc4cc(C)cc(C)c4)CC3)cc2CC1C (centres undefined)
37: O=C(CCCCCN1C(=O)c2ccccc2C1=O)Nc1ccccc1F
38: O=C(Cc1ccc(NC(=O)C2CCN(C(=O)C3CCCC3)CC2)cc1)Nc1cccc(C(=O)N2CCCCC2)c1
39: CCOc1ccccc1OCC(=O)Nc1ccc(OC)c(S(=O)(=O)N2CCCCC2)c1
40: CCCCN1C(=N)N([C@@H](C)CN2CCC[C@H]2CN2C(N)=NC[C@H]2CC(C)C)C[C@H]1Cc1ccccc1

Screen / compound no.	30	31	32	33	34	35	36	37	38	39	40
KLK7 zymogen act	-8.9	-0.3	0.2	-0.2	0.5	-0.1	-0.1	-0.1	-0.1	-0.1	-0.7
TDP2 absorb	-3	1	-21	12	-9	-7	-5	3	-6	-10	-17
LEDGF integ inh	-6	11	5	2	1	-5	2	0	4	-6	-2
ADAM10 inh	-21	-7	19	2	-1	-9	-4	-3	0	-6	2
PLC-gamma1 inh	-14	0	8	2	-5	1	0	-2	-1	1	8
DDE Tn6 FP inh	3	3	-9	-2	1	0	-8	5	1	-2	-1
ARFGAP1 inh	12	2	11	-6	2	1	-5	3	5	8	4
ADAM17 inh	-11	-1	12*	4	1	3	-4	-4	0	-5	2
DDE Tn7 FP inh	2	-2	3	-6	4	0	-4	-5	0	3	2
ASAP1 GAP inh	4	0	0	2	-8	-11	-1	-10	13	0	7

41: CC1(C(=O)NCCc2ccccc2)Cc2c(-c3cccc(C(F)(F)F)c3)ccnc2O1 (centres undefined)
42: COCCNC(=O)c1onc(CSc2ccc(C(C)C)cc2)c1C(=O)O
43: CCN1CCN(C(CNS(=O)(=O)c2ccc(OC)cc2)c2cccnc2)CC1 (centres undefined)
44: CNc1c(NS(=O)(=O)c2ccc(Cl)s2)c(=O)oc2ccccc12

Screen / compound no.	41	42	43	44
KLK7 zymogen act	0.0	-0.2	-0.1	0.5
TDP2 absorb	-7	2	-6	12
LEDGF integ inh	-2	2	-2	-5
ADAM10 inh	3	4	-9	4
PLC-gamma1 inh	0	-1	1	0
DDE Tn6 FP inh	-3	-12	-1	2
ARFGAP1 inh	0	9	-4	7
ADAM17 inh	2	-1	-8	2
DDE Tn7 FP inh	-3	-12	3	2
ASAP1 GAP inh	14	8	-4	-7
